NOD1 NF-kB reporter – inhibition of NOD1-driven NF-kB reporter – cell-based, luminescence, uHTS, primary screen (AID 1578); NOD1-driven NF-kB luciferase reporter cells, luminescence; higher % means a stronger effect; inhibition, % at 4 µM, or EC50 in µM where a hit was titrated; actives 1% (n = 290,000); in the data active = inhibition mostly above about 36%, no sharp cut-off; inactive = mostly below about 34%;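 also: HEK-293T reporter cells stimulated with the NOD1 agonist gamma-tri-DAP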
HIV fusion peptide – inhibitors of HIV fusion peptide binding, primary screen, biochemical, uHTS, fluorescence dequenching (AID 1986) | cell-free peptide binding, fluorescence dequenching, 30 min; higher % means a stronger effect | inhibition, % at 20 µM; hits with a dose series show IC50 in µM | actives 0.3% (n = 290,000); in the data active = inhibition mostly above about 52%, no sharp cut-off; inactive = mostly below about 76%; also: some results filed as inactive read as strong as hits
AID2073 – inhibitors of Mint1-CaV2.2 protein interaction, biochemical, HTRF (AID 2073); actives 0.19% (n = 290,000); HTRF protein-protein interaction, Mint1-CaV2.2; higher % means a stronger effect; inhibition, % at 20 µM; hits with a dose series show IC50 in µM; in the data active = inhibition mostly above about 51%, no sharp cut-off; inconclusive = no clear call, values can overlap the other calls; inactive = mostly below about 53%; also: some results filed as inactive read as strong as hits
Dengue-2 NS5 capping – Dengue-2 NS5 methyltransferase inhibitors, primary screen, biochemical, confirmation dose response (AID 588689); Dengue-2 NS5 methyltransferase capping enzyme assay, biochemical; higher % means a stronger effect; inhibition, % at 25 µM, or IC50 in µM where a hit was titrated; actives 0.3% (n = 340,000); in the data active = a potency from the dose series; inconclusive = inhibition above about 29% without an active follow-up result
KOR beta-arrestin-1 – KOR agonists, beta-arrestin recruitment, primary screen, cell-based, luminescence, uHTS (AID 1777); KOR beta-arrestin recruitment, luminescence; higher % means a stronger effect; activation, % at 10 µM; hits with a dose series show EC50 in µM; actives 0.02% (n = 280,000); in the data active = activation above about 50%, passing the limit was not always enough; also: a part of the inactive calls stands beside numbers as strong as those of hits
KOR beta-arrestin-2 – KOR antagonists, beta-arrestin recruitment, cell-based, luminescence, uHTS (AID 1778); KOR beta-arrestin recruitment, luminescence, antagonist mode; higher % means a stronger effect; one-dose inhibition, % at 10 µM; IC50 in µM for titrated hits; actives 0.091% (n = 290,000); also: strong numbers were not always called active
Yfh1-off respiration – mitochondrial function rescue without frataxin homolog – Friedreich's ataxia, plus single-dose screen, dose response (AID 1465). S. cerevisiae Yfh1-off respiration, WST-1 reduction, 72 h; higher fold induction means a stronger effect. one-dose fold induction at 50 µM; EC50 in µM for titrated hits. actives 0.074% (n = 220,000);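 active = fold induction of absorbance versus untreated yeast above a set limit, then at least 30% activation at any dose in follow-up; inconclusive = repeats straddling the limit, or above it without dose testing; inactive = fold induction below the set limit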;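 also: activators that raise dye reduction in frataxin-depleted yeast; strong numbers were not always called active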
West Nile virus CPE – inhibition of WNV-induced cytopathic effect – cell-based, CPE readout (AID 1621) | West Nile virus-infected cells, CPE inhibition; higher % means a stronger effect | CPE inhibition, % at 10 µM, or IC50 in µM where a hit was titrated | actives 0.02% (n = 290,000); in the data active = a potency from the dose series; inconclusive = CPE inhibition mostly from about 3.7% at the one dose, without a potency; inactive = the rest, 99 in 100 with CPE inhibition below about 2.2%; also: strong numbers were not always called active
HEK293 NOD2/NF-kB – inhibition of NOD2-driven NF-kB reporter – cell-based, luminescence, uHTS, HEK293 (AID 1566). inhibition, % at 4 µM; hits with a dose series show EC50 in µM. HEK293 NOD2/NF-kB luciferase reporter, luminescence; higher % means a stronger effect. actives 0.63% (n = 290,000); also: many of its hits are not listed in these tables
Dengue-2 NS5 capping pilot replicate – also measured in Dengue-2 NS5 capping; calls as there; inhibition, %; measured here: pilot screen replicate inhibition
Numbers without * were called inactive; i = inactive; ? = inconclusive; nt = not tested or not shown; [ ] = another dose, or the depositor's remark. Rule as the data show it, unless noted: active = inhibition above about 50%; inactive = the rest.

SMILES	NOD1 NF-kB reporter	HIV fusion peptide	AID2073	Dengue-2 NS5 capping	KOR beta-arrestin-1	KOR beta-arrestin-2	Yfh1-off respiration	West Nile virus CPE	HEK293 NOD2/NF-kB	others
COCCn1cnc2c1c(=O)n(CC(=O)OCC(=O)NCC(F)(F)F)c(=O)n2Cc1ccccc1	-4.9%	2.5%	10.4%	0.7%	-2.6%	-6.1%	i	-0.5%	2.1%
COc1ccc(Cl)cc1/C=C1/C(=O)ON=C1C	-8.2%	0.2%	21.4%	>100µM*	-1.7%	-1.6%	nt	0.1%	-1.7%
CCOC(=O)C1(CCCc2ccccc2)CCN(C(=O)c2cc(C)nc(C)n2)CC1	-33.6%	0.2%	-2.9%	-9.3%	nt	-32.9%[20 µM]	i	-1.6%	10.2%
O=C(COC(=O)/C=C/c1ccco1)Nc1ccc(F)cc1Cl	-31.4%	-0.6%	-10.8%	-2.5%	0.2%	-1.7%	i	0.8%	17.6%
Cc1cc(C(F)(F)F)n(-c2nc(C(=O)N/N=C/c3ccc(F)cc3)cs2)n1	10.2%	-3.1%	25.3%	-3.9%	-4.0%	-2.5%	i	-0.8%	1.5%
CC(=O)CSc1nc2ccccc2o1	-15.7%	1.8%	-7.4%	0.8%	-5.1%	0.1%	i	-0.2%	14.4%
CCN(CC)CCN(C(=O)c1ccc2c(c1)CCCC2)c1nc2cc(OC)c(OC)cc2s1	-4.0%	-3.0%	1.9%	-3.9%	3.8%	14.4%	nt	0.1%	27.9%
CSc1ncccc1C(=O)Nc1ccc(OC(F)(F)F)cc1	-16.0%	-1.3%	-2.0%	-2.2%	-0.6%	8.9%	i	-1.1%	5.3%
Cc1ccc(-c2nn(-c3ccccc3)cc2C=C2C(=O)CC(C)(C)CC2=O)cc1	-4.3%	9.9%	26.5%	44.8µM*	12.5%	-15.3%	i	-0.1%	-36.0%
O=C(N/N=C/c1ccc[nH]1)c1sc2ccccc2c1Cl	11.7%	13.9%	9.5%	-6.2%	-1.5%	5.7%	i	0.6%	-143.1%
CCc1ccc(C(=O)COC(=O)c2nn(C)c(=O)c3ccccc23)cc1	-12.4%	-0.3%	9.9%	2.3%	0.9%	-29.3%	i	-0.1%	9.4%
O=C(CN1C(=O)C2CC=CCC2C1=O)Nc1nnc(SCc2c(Cl)cccc2Cl)s1 (configuration not stated)	4.1%	1.6%	-8.6%	-4.5%	-1.6%	-16.9%	i	0.4%	-16.4%
N#CC1=C(N)Oc2cc(O)ccc2C1c1ccccc1 (configuration not stated)	-4.3%	-1.5%	-1.5%	-12.1%	-3.8%	37.0%	?	-0.4%	-12.3%
COc1cccc(N2C(=O)C3CCCN3C2c2cccs2)c1 (configuration not stated)	-8.5%	-1.0%	18.0%	0.0%	-3.7%	8.9%	i	0.0%	-5.9%
Cc1cccc(-n2c(O)c(C=Nc3cccc(O)c3)c3ccccc3c2=O)n1	-8.2%	-1.9%	5.4%	2.9%	-4.5%	24.1%	i	0.4%	17.7%
CCCOc1ccc(N2C(=O)CC(N(CCc3ccccc3)C(=O)c3ccccc3)C2=O)cc1 (configuration not stated)	-4.0%	-0.6%	-4.3%	-1.5%	-2.4%	-59.3%[20 µM]	i	-0.2%	11.9%
Cc1ccc(S(=O)(=O)N(C)Cc2ccc(C(=O)N/N=C/c3ccc(OC(F)F)cc3OC(F)F)cc2)cc1	30.8%	-1.9%	3.3%	0.7%	0.6%	2.8%	i	-1.0%	40.2%
COc1cc(/C=C2\SC(=Nc3ccc(O)cc3)NC2=O)cc(OC)c1O	22.9%	-2.7%	3.2%	-54.5%	1.0%	-4.4%	i	0.7%	-62.9%
CC1(C)CC(=O)C(C=NCCN2CCN(C(=O)c3ccc(Br)cc3)CC2)=C(O)C1	-41.6%	1.0%	4.6%	-6.4%	2.8%	19.4%	i	-0.2%	-15.5%
COc1ccc(C(=O)CN(C(=O)c2ccc(Cl)cc2)N2C(=O)c3ccccc3C2=O)cc1	nt	-2.4%	-2.8%	-5.5%	1.3%	-21.9%	i	-0.6%	9.1%
COc1ccc(Cl)c2c1[nH]c1nc(SCc3cccnc3)nnc12	-25.1%	-1.1%	29.4%	-3.0%	13.4%	-21.0%	i	-0.3%	3.7%
CCCNC(=O)Nc1cc(OC)c(OC)cc1Cc1nccc2cc(OC)c(OC)cc12	-8.8%	0.5%	10.0%	-5.3%	6.1%	-7.9%	nt	-0.3%	8.5%
c1cncc(CSc2ccc(-c3ccc4c(c3)OCO4)nn2)c1	-32.2%	-3.4%	-10.5%	-6.8%	-4.7%	-19.0%	i	-1.4%	-65.0%
Cc1ccc(CS(=O)(=O)c2ccc(C(=O)N3CCCCC3)cc2[N+](=O)[O-])cc1	-11.9%	0.0%	-11.2%	-3.0%	3.4%	-7.8%	i	-0.7%	1.0%
O=C(CCc1ccccc1)Nc1ccc(N2CCCCC2)cc1	-30.7%	-1.3%	-12.8%	-3.6%	3.6%	4.2%	i	0.0%	-25.8%

Further structures follow:
SMILES	NOD1 NF-kB reporter	HIV fusion peptide	AID2073	Dengue-2 NS5 capping	KOR beta-arrestin-1	KOR beta-arrestin-2	Yfh1-off respiration	West Nile virus CPE	HEK293 NOD2/NF-kB	others
CCOC(=O)CN1CCC(c2cc(-c3ccc(Cl)cc3)n[nH]2)CC1	-9.0%	-0.5%	7.7%	-6.5%	9.4%	-34.3%	nt	-1.1%	-43.9%
COc1ccc(NC(=O)/C(=C\c2ccc(OS(=O)(=O)c3ccc(C)cc3)cc2)NC(=O)c2ccccc2)cc1	-1.9%	-1.4%	12.4%	-0.6%	2.0%	4.1%	i	0.3%	4.7%
Cc1cc(-c2nnc(-c3ccccc3)c(-c3ccccc3)n2)c(C)o1	18.2%	2.2%	12.3%	1.9%	7.8%	-8.8%	i	0.4%	17.2%
COc1ccccc1N(C)S(=O)(=O)c1ccc(C(=O)NC2CCCCCC2)cc1	6.2%	-1.3%	3.3%	-4.8%	6.9%	2.9%	i	-0.9%	12.5%
O=C(NC(=S)NCCC1=CCCCC1)c1ccccc1Br	5.3%	6.7%	7.5%	-0.7%	4.2%	-32.0%	i	-1.4%	-14.1%
OC(CC#CCN1CCCCC1)(c1ccccc1)c1ccccc1	-4.1%	-0.4%	7.2%	8.1%	-5.8%	-0.2%[20 µM]	nt	-1.2%	-1.7%
Cc1ccc(C(=O)CSc2nc(C)cc(C)c2C(N)=O)cc1	-26.1%	-0.4%	22.9%	-2.1%	-2.8%	27.9%	i	0.0%	11.0%
CCOC(=O)C1=NN(c2ccc(Cl)cc2)C(c2ccccc2)CC1=O (configuration not stated)	-14.6%	-2.5%	-21.2%	-6.3%	2.0%	11.3%	i	-1.4%	9.6%
COc1ccccc1NC(=O)N1CCCC(c2nc3c(nnn3Cc3ccc(C)cc3)c(=O)[nH]2)C1 (configuration not stated)	2.5%	0.0%	1.8%	-7.2%	-11.6%	-16.3%	i	0.2%	9.4%
O=C(CN(C(=O)CNC(=O)c1ccco1)c1ccc2c(c1)OCO2)NC1CCCCC1	19.8%	5.0%	10.9%	3.2%	3.5%	38.8%	i	-0.1%	1.8%
CCC(=O)N(Cc1cc(=O)[nH]c2ccccc12)c1cccc(C)c1	-2.5%	-0.9%	13.9%	0.0%	5.9%	-2.8%	i	0.5%	15.6%
Cc1c(Nc2cc(Cl)c3nonc3c2[N+](=O)[O-])c(=O)n(-c2ccccc2)n1C	35.7%	0.8%	-7.1%	21.4µM*	-8.7%	4.14µM*	i	-1.9%	-9.4%
CCOC(=O)N1CCN(c2ncnc3c2cnn3-c2ccc(OC)cc2)CC1	-41.9%	0.4%	0.3%	-1.1%	-5.0%	-18.7%	nt	nt	-5.0%
CCCn1nnc(NCc2ccc(OCc3cccs3)c(OC)c2)n1	-17.9%	-0.8%	-1.1%	-8.2%	-1.6%	-2.3%	i	-0.8%	3.3%	Dengue-2 NS5 capping pilot replicate=-1.2
NC(=O)C1(N2CCCCC2)CCN(C(=S)Nc2cccc(Cl)c2)CC1	-22.1%	-3.2%	-36.8%	-5.2%	6.3%	-16.3%	i	-0.3%	9.1%
COc1ccccc1/C=C/CN1CCCC(CO)(Cc2cccc(Cl)c2)C1 (configuration not stated)	1.2%	0.6%	1.9%	-6.5%	3.5%	-28.5%	i	1.3%	10.1%
COc1cc(Nc2cc(C)nc3ncnn23)cc(OC)c1OC	-31.6%	-0.7%	-0.1%	5.8%	-1.4%	11.3%	i	0.6%	8.1%
COc1ccc(NCC(=O)N/N=C/c2c(C)nn(Cc3ccccc3)c2Cl)cc1	-14.9%	4.9%	1.1%	-3.6%	1.3%	-23.8%	i	0.1%	3.6%
CCOc1ccc(-c2nnc(-c3snc(-c4ccc(F)cc4)c3N=CN(C)C)o2)cc1	-4.5%	-0.4%	-0.1%	8.8%	12.0%	-27.8%	i	-0.1%	4.9%
COc1ccccc1CNC(=O)C1CCCN(S(=O)(=O)c2cnc[nH]2)C1 (configuration not stated)	-12.3%	1.2%	2.6%	-7.4%	-1.8%	10.7%	i	-0.1%	-3.3%

9 consecutive entries already listed, quoted:
SMILES	NOD1 NF-kB reporter	HIV fusion peptide	AID2073	Dengue-2 NS5 capping	KOR beta-arrestin-1	KOR beta-arrestin-2	Yfh1-off respiration	West Nile virus CPE	HEK293 NOD2/NF-kB	others
CCOC(=O)C1=NN(c2ccc(Cl)cc2)C(c2ccccc2)CC1=O (configuration not stated)	-14.6%	-2.5%	-21.2%	-6.3%	2.0%	11.3%	i	-1.4%	9.6%
COc1ccccc1NC(=O)N1CCCC(c2nc3c(nnn3Cc3ccc(C)cc3)c(=O)[nH]2)C1 (configuration not stated)	2.5%	0.0%	1.8%	-7.2%	-11.6%	-16.3%	i	0.2%	9.4%
O=C(CN(C(=O)CNC(=O)c1ccco1)c1ccc2c(c1)OCO2)NC1CCCCC1	19.8%	5.0%	10.9%	3.2%	3.5%	38.8%	i	-0.1%	1.8%
CCC(=O)N(Cc1cc(=O)[nH]c2ccccc12)c1cccc(C)c1	-2.5%	-0.9%	13.9%	0.0%	5.9%	-2.8%	i	0.5%	15.6%
Cc1c(Nc2cc(Cl)c3nonc3c2[N+](=O)[O-])c(=O)n(-c2ccccc2)n1C	35.7%	0.8%	-7.1%	21.4µM*	-8.7%	4.14µM*	i	-1.9%	-9.4%
CCOC(=O)N1CCN(c2ncnc3c2cnn3-c2ccc(OC)cc2)CC1	-41.9%	0.4%	0.3%	-1.1%	-5.0%	-18.7%	nt	nt	-5.0%
CCCn1nnc(NCc2ccc(OCc3cccs3)c(OC)c2)n1	-17.9%	-0.8%	-1.1%	-8.2%	-1.6%	-2.3%	i	-0.8%	3.3%	Dengue-2 NS5 capping pilot replicate=-1.2
NC(=O)C1(N2CCCCC2)CCN(C(=S)Nc2cccc(Cl)c2)CC1	-22.1%	-3.2%	-36.8%	-5.2%	6.3%	-16.3%	i	-0.3%	9.1%
COc1ccccc1/C=C/CN1CCCC(CO)(Cc2cccc(Cl)c2)C1 (configuration not stated)	1.2%	0.6%	1.9%	-6.5%	3.5%	-28.5%	i	1.3%	10.1%

Compound activity from PubChem.

A portion of the library (hit frequency here may not be typical).
